High-throughput results deposited in PubChem by several laboratories.
AddAB inh: less growth of phage-infected E. coli with AddAB | E. coli expressing H. pylori AddAB, absorbance growth | inhibition, % at 11.9 µM | actives 0.29% (n = 330,000); in the data active = inhibition above about 12%;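 also: 0% = vehicle wells of infected cells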
Ecoli viability: bacterial growth inhibition, counter-screen for AddAB inhibitors; actives 0.27% (n = 330,000); E. coli V3065 growth, OD600 absorbance, 18 h; inhibition, % at 11.9 µM;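 active = inhibition above the campaign's mean inhibition across all tested compounds plus 3 SD, cut at about 9.9% in these data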;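 also: uninfected addAB+ strain grown without phage in ampicillin broth; 0% = DMSO wells and 100% = ciprofloxacin 0.95 µg/ml wells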
phage Ecoli inh: E. coli growth loss with phage present; growth absorbance; inhibition, % at 11.9 µM; actives 0.26% (n = 360,000); in the data active = inhibition above about 11%
Tat transport: E. coli Tat transport inhibition. E. coli MC4100 TorA-mCherry Tat export, fluorescence. inhibition, % at 10 µM. actives 0.036% (n = 340,000);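 active = mean replicate inhibition at least 50% and at least half of replicates individually reaching 50%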;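 also: exported cargo escapes ClpAP degradation while cytoplasmic cargo is degraded and loses fluorescence; 0% = median of neutral control wells and 100% = median of NaSCN control wells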
CAL PDZ inh: inhibitors of human CAL PDZ peptide binding; Q9HD26; purified CAL PDZ, TMR-peptide fluorescence polarization, 1 h; inhibition, % at 20 µM; actives 0.02% (n = 330,000); AID 504414;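 active = highest replicate inhibition of at least 40%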;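 also: plate controls were DMSO neutral control wells for no effect and unlabeled competitor peptide control wells for full effect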
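Material – purified CerCALP PDZ construct · Detection – FP readout, S and P plane fluorescence · Measure – percent inhibition from loss of millipolarization · Controls – unlabelled peptide for full inhibition, DMSO wells as neutral · Probe or stimulus – TMR-labelled reporter peptide T*-PRC34 bound in PDZ groove · Times – 1 h at RT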
Wnt act: activates Wnt/beta-catenin signaling in a reporter cell assay; activator, plate reader; activation, % at 9.35 µM; actives 1.2% (n = 300,000); AID 743398; in the data active = activation above about 30%, passing the limit was not always enough;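 also: 0% = neutral control wells and 100% = positive control wells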
Rtt109 Vps75: C. albicans Rtt109 histone acetyltransferase inhibition; Q5AAJ8; purified Rtt109/Vps75, ThioGlo CoA-SH fluorescence, 4 h; inhibition, % at 34.9 µM; actives 0.16% (n = 330,000); AID 540336;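 active = inhibition of at least 50% in every replicate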
Target sequence (Q5AAJ8 whole entry, looked up): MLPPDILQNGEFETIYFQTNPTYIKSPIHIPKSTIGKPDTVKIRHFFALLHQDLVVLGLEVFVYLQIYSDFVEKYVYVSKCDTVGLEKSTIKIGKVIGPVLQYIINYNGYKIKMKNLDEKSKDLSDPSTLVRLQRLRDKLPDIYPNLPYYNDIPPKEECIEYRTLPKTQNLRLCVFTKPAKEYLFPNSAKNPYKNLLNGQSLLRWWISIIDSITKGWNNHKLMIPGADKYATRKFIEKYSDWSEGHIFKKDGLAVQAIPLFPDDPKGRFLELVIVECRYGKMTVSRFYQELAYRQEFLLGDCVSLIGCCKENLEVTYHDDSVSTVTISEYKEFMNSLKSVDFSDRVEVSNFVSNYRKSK
PvdQ inh: blocks Pseudomonas aeruginosa PvdQ acylase activity | inhibition, % at 10 µM | purified PvdQ acylase, fluorescence plate reader | actives 0.063% (n = 340,000) | AID 488965; in the data active = inhibition above about 30%, passing the limit was not always enough;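 also: 0% = vehicle neutral wells and 100% = reference inhibitor wells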
PfHsp90 yeast 2: growth inhibition of yeast expressing Plasmodium Hsp90. S. cerevisiae expressing PfHsp90, BacTiter-Glo ATP, 48 h; yeast lacking PDR1 and PDR3 efflux regulators. inhibition, % at 9.4 µM. actives 0.32% (n = 310,000);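 active = every replicate shows inhibition above about 80%, whatever the replicate mean, limit read from the data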;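 also: 0% = DMSO neutral controls and 100% = 20 µM radicicol positive controls; yeast relying on Plasmodium falciparum Hsp90 in place of its own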
DAGLB inh: blocks human DAGLB lipase activity | inhibition, % at 5.17 µM | actives 0.059% (n = 340,000) | AID 504411 | HEK293T DAGLB membrane lysate, EnzChek fluorogenic substrate; in the data active = inhibition above about 34%;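 also: 0% = enzyme with vehicle and 100% = wells lacking enzyme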
Target sequence (Q8NCG7 whole entry, looked up): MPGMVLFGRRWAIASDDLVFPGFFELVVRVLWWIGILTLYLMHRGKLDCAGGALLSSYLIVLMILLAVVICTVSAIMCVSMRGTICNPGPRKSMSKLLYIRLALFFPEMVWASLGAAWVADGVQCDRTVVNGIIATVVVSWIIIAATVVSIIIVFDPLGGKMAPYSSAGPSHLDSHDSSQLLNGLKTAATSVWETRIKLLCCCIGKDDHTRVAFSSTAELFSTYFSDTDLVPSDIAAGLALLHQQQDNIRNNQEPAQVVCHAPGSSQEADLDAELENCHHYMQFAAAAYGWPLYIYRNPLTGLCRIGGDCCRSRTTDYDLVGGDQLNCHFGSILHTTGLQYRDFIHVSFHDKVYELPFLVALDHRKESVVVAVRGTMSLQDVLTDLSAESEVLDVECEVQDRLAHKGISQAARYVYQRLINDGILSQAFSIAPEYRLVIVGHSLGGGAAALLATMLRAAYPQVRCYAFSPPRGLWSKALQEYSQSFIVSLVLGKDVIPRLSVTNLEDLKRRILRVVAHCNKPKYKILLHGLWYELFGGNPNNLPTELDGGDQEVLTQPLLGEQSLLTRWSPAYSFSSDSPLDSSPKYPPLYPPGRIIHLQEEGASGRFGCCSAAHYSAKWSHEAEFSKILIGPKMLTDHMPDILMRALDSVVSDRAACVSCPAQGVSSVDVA
* hit, by the source's call; nt = not tested or not shown.

SMILES	AddAB inh	Ecoli viability	phage Ecoli inh	Tat transport	CAL PDZ inh	Wnt act	Rtt109 Vps75	PvdQ inh	PfHsp90 yeast 2	DAGLB inh
COc1ccc(OCC(=O)NN2Cc3ccccc3C2=N)cc1	4.1	0.0	0.5	-3	0.6	nt	9	8	-3	0
Cc1ccnc2nc(C(=O)Nc3ccc(N4CCOCC4)cc3)nn12	5.8	0.1	2.4	4	nt	nt	1	-7	38	3
CCOC(=O)C1(O)CSc2nc3sc(C(=O)O)c(C)c3c(=O)n21 (configuration not stated)	1.0	1.7	2.5	-2	0.6	nt	13	1	2	3
COc1ccc(NC(=O)C/C(C)=N/NC(=O)COc2ccc(OC)cc2)cc1	2.1	-0.6	0.4	4	-0.2	-1	-6	-5	12	-1
CCOCCCNC(=O)C1CC(=O)N(C2CCCC2)C1 (configuration not stated)	-1.7	-0.2	-0.6	-5	-3.7	nt	1	-25	-27	-3
Cc1occc1C(=O)NNC1=CC(=O)CC(C)(C)C1	2.6	-2.6	2.3	1	-0.6	1	8	-15	9	2
CNC(=O)c1nc(C)c(C2(C)CC(c3cccc([N+](=O)[O-])c3)=NO2)s1 (configuration not stated)	2.7	-0.3	0.2	-8	0.8	5	9	-9	-14	3
NC(=O)CC(NC(=O)Cc1cccc2ccccc12)c1ccc(N2CCC(N3CCCCC3)CC2)c([N+](=O)[O-])c1 (configuration not stated)	1.0	-2.4	2.2	-13	-3.5	3	2	-11	9	1
CCCC1Cc2nc(Cl)c(C#N)cc2CO1 (configuration not stated)	4.1	1.1	3.4	nt	nt	1	nt	nt	nt	nt
COC(=O)c1ccc(S(=O)(=O)N(C2CCCCC2)C2CCCCC2)n1C	-0.3	-0.7	1.8	4	-0.6	-5	3	-1	3	-2
CCOc1ccc(N2C(=O)CC(NCCc3c[nH]c4ccccc34)C2=O)cc1 (configuration not stated)	-0.6	-2.2	4.3	2	-3.2	-3	nt	-16	-2	3
COC(=O)c1c(Oc2nc(OC)cc(OC)n2)cccc1Oc1nc(OC)cc(OC)n1	3.2	-0.5	3.6	-5	-1.1	3	-5	-16	5	1
COc1ccc(OC)c(C2NC(=S)NC3=C2N2CCC3CC2)c1 (configuration not stated)	-1.5	-1.2	2.5	13	-2.2	0	8	15	-6	1
O=C(CSc1nc2[nH]ncc2c(=O)n1-c1ccccc1)NCCc1ccccc1	-2.4	-2.1	2.0	4	0.0	-2	-1	-26	-5	0
O=c1c(C/C=C/c2ccccc2)c(O)nc2n1CCCS2	1.9	0.1	4.0	-6	-2.4	-1	5	-10	-6	2
O=C(CCC(=O)N1CCOc2ccccc21)NCCCc1ccccc1	-0.3	-0.9	2.5	-4	-1.0	-1	8	-10	14	1
CC1CN(C2CC(C)(C)NC(C)(C)C2)CCC1=O (configuration not stated)	1.0	0.5	-0.1	-2	-2.7	-2	4	-11	-6	0
O=C(Nc1ccccc1[N+](=O)[O-])c1cc(S(=O)(=O)N2CCOCC2)cs1	-1.4	3.0	2.1	-10	-2.0	7	27	8	-5	-3
Cc1nonc1C1CCCN1C(=O)c1cc(COc2cccc(C(F)(F)F)c2)on1 (configuration not stated)	2.4	2.2	3.6	2	-5.6	-1	3	-4	-1	-2
CCN(CC)S(=O)(=O)c1cccc(-c2csc(C)n2)c1	1.2	3.5	2.7	-7	-0.5	2	-4	-12	-18	-1
CCOC(=O)c1c(C)c(C(=O)N2CCc3ccccc3C2)c(C)n1CC	0.5	4.1	2.9	5	nt	nt	-12	-19	-59	-6
CSCCC(NC(=O)OCc1ccccc1)C(=O)O (configuration not stated)	0.2	-0.6	0.2	3	nt	nt	-2	-11	-7	0
C=CCc1ccc(OCC(O)CO)c(OC)c1 (configuration not stated)	2.1	0.8	3.4	-2	-0.2	-1	-1	-3	-25	2
COC(=O)c1ccc(CNC(=O)COC(=O)/C=C/c2cc(OC)c(OC)c(OC)c2)cc1	-2.3	0.2	1.3	8	-0.6	1	1	-19	nt	0
O=C(CSc1nc(-c2ccccc2)cc(=O)[nH]1)Nc1ccccc1	0.1	0.2	-1.5	7	-0.6	6	-8	-20	1	0
CCOc1ccc(N2CC(C(=O)NCc3ccco3)CC2=O)cc1 (configuration not stated)	1.1	0.9	-1.1	-7	-2.5	-3	-24	-9	19	-2
Cc1ccccc1CN1CCN(C/C=C/c2ccccc2)CC1	-0.2	0.3	nt	32	-0.1	nt	12	-1	-5	-3
C=CCn1c(SCC(=O)NC(=O)Cc2ccccc2)nc2ccccc2c1=O	-0.6	-1.6	1.2	-1	0.3	0	-8	-17	-1	-2
S=C(Nc1cccc2ccccc12)NN1CCCCCC1	nt	nt	-0.8	-6	0.1	-3	7	-10	nt	0
CS(=O)(=O)N1CCCC(C(=O)Nc2ccccc2C(F)(F)F)C1 (configuration not stated)	0.7	-0.2	-1.3	-8	0.3	1	3	-5	-8	-2
Cc1ccc(S(=O)(=O)CCc2nc3ccccc3s2)cc1	2.4	0.7	2.1	-5	0.3	12	-1	-3	13	-4
COc1ccc(CN2CCN(C(=O)c3ccc(CNS(=O)(=O)c4ccc(C)cc4)cc3)CC2)c(OC)c1OC	4.9	0.1	2.7	4	-0.2	-1	20	-1	-12	0
O=C(CCC1CCCCC1)Nc1cc(C(F)(F)F)ccc1N1CCOCC1	2.7	1.4	-2.1	14	-2.3	-2	-16	-8	-5	-8
O=C1COc2ccc(C(=O)COC(=O)c3ccc(F)cc3Cl)cc2N1	-0.5	0.5	5.0	-6	0.1	-1	4	-8	11	0
Cc1ccc(C(=O)NNC(=O)CSc2nnc3c(n2)[nH]c2ccc(C)cc23)cc1	-0.9	-0.4	nt	6	0.1	nt	-2	1	3	4
CC(=O)Nc1c(NC(C)C)c2ccccc2oc1=O	1.8	0.2	0.8	12	-0.4	-3	1	5	3	0
O=C(NC(c1cccnc1)C(F)(F)F)c1cc(COc2ccc3c(c2)CCCC3)on1 (configuration not stated)	0.8	0.1	0.6	17	-2.9	15	19	7	6	-3
CCOC(=O)c1sc(NC(=O)c2ccc3ncsc3c2)nc1C	0.0	0.2	6.9	-2	-1.6	14	9	0	-12	-4
CCOc1ccccc1NC(=O)NNC(=O)COc1cccc(C)c1C	0.6	1.9	3.2	8	-2.7	-2	1	6	-2	-5
COC(=O)c1ccccc1S(=O)(=O)N(Cc1cc2ccc(OC)cc2[nH]c1=O)CC1CCCO1 (configuration not stated)	2.4	-2.0	0.6	-10	-0.6	-2	3	-6	-15	-1
O=C(NCc1ccccc1)C(=O)NCC1OCCN1S(=O)(=O)c1ccc2c(c1)OCCO2 (configuration not stated)	1.2	-0.9	3.4	-8	-0.1	1	-10	-5	21	2
CCOc1ccc(/C(O)=C2\C(=O)C(=O)N(c3cc(C)on3)C2c2ccccc2OC)cc1 (configuration not stated)	-1.6	-3.7	-0.6	1	-2.3	-8	11	-9	9	2
CN1CCc2c(sc(N)c2C(=O)O)C1	-3.3	1.4	3.7	-11	nt	-14	-3	-3	-4	2
CC(C)(C)CN1CCNC(=O)C1CC(=O)N1CCC(C(=O)N2CCOCC2)CC1 (configuration not stated)	4.8	2.2	4.4	-3	-0.7	-1	-16	-5	-25	0
CN(C)CC/C=C1\c2cc(F)ccc2CSc2ccccc21	-0.2	0.0	-0.1	4	-1.2	nt	4	-9	13	2
Cc1sc(NC(=S)Nc2ccc(F)cc2)c(C(N)=O)c1C	3.2	-0.1	2.4	-1	-0.1	0	2	11	-14	0
O=C(CC12CC3CC(CC(C3)C1)C2)N/N=C\c1ccc[nH]1	1.6	-0.6	1.2	7	-2.3	-5	-3	-9	6	6
COc1ccccc1CNC(=O)[C@@H]1CCCN1S(=O)(=O)c1ccccc1F	3.1	-0.6	-2.7	21	-1.9	-2	-6	-8	28	1
COc1ccc(NC(=O)CNC(=O)C2CCCCC2)cc1	2.0	-0.5	1.7	0	0.8	3	-3	11	3	1
O=P(Cc1ccccn1)(c1ccccc1)c1ccccc1	0.0	0.2	4.4	7	-0.3	1	1	0	15	0
Clc1cccc2c1CCN(Cc1nc(-c3cnccn3)no1)C2	5.8	-0.9	0.5	5	nt	-3	3	-13	-49	0
C/C(=N\NC(=O)c1ccc(OC2CCCC2)cc1)c1ccc(O)cc1	5.7	0.2	-0.4	-11	-3.0	1	-3	-14	-30	-8
Cc1nn(-c2ccccc2)c(C)c1CCC(=O)O	2.8	1.3	2.3	-1	-2.4	18	nt	-4	nt	2
COc1cc(C(=O)OCC(=O)NC2CCCC2)cc(OC)c1OC	-1.3	-1.2	0.7	0	nt	-1	-2	-9	22	-1
Cc1ccc(C)c(C(=O)COC(=O)CN2C(=O)C3C4C=CC(C4)C3C2=O)c1 (configuration not stated)	3.9	-0.4	-0.6	20	0.5	-2	2	4	8	-2
O=C(Cc1ccsc1-c1ccccc1)NO	1.4	1.4	7.6	-11	-1.3	nt	3	-43	-5	1
CCOc1ccc(N(CC(=O)NCc2cccnc2)S(=O)(=O)c2ccc(F)cc2)cc1	1.6	-1.0	1.9	3	0.5	-1	-5	-15	8	2
O=C(c1cc2cc(Br)ccc2o1)N1CCOCC1	1.0	0.2	3.4	-14	-0.2	0	-2	-10	9	-2
COc1ccc(NC(=O)CSc2nc3ccc(Nc4nc(N5CCOCC5)nc(N5CCOCC5)n4)cc3s2)cc1	0.6	0.8	-1.1	-7	-1.3	-3	-2	8	-4	-1
O=C(O)CC1(Cc2nc(-c3cccs3)no2)CCCC1	4.0	1.4	1.3	3	-0.5	1	-4	-4	-6	0

In a second layout: entries from further up
Cc1nn(-c2ccccc2)c(C)c1CCC(=O)O
  AddAB inh = 2.8 | Ecoli viability = 1.3 | phage Ecoli inh = 2.3 | Tat transport = -1 | CAL PDZ inh = -2.4 | Wnt act = 18 | Rtt109 Vps75 = nt | PvdQ inh = -4 | PfHsp90 yeast 2 = nt | DAGLB inh = 2

COc1cc(C(=O)OCC(=O)NC2CCCC2)cc(OC)c1OC
  AddAB inh = -1.3 | Ecoli viability = -1.2 | phage Ecoli inh = 0.7 | Tat transport = 0 | CAL PDZ inh = nt | Wnt act = -1 | Rtt109 Vps75 = -2 | PvdQ inh = -9 | PfHsp90 yeast 2 = 22 | DAGLB inh = -1

Cc1ccc(C)c(C(=O)COC(=O)CN2C(=O)C3C4C=CC(C4)C3C2=O)c1 (configuration not stated)
  AddAB inh = 3.9 | Ecoli viability = -0.4 | phage Ecoli inh = -0.6 | Tat transport = 20 | CAL PDZ inh = 0.5 | Wnt act = -2 | Rtt109 Vps75 = 2 | PvdQ inh = 4 | PfHsp90 yeast 2 = 8 | DAGLB inh = -2

O=C(Cc1ccsc1-c1ccccc1)NO
  AddAB inh = 1.4 | Ecoli viability = 1.4 | phage Ecoli inh = 7.6 | Tat transport = -11 | CAL PDZ inh = -1.3 | Wnt act = nt | Rtt109 Vps75 = 3 | PvdQ inh = -43 | PfHsp90 yeast 2 = -5 | DAGLB inh = 1

The listing continues:
SMILES	AddAB inh	Ecoli viability	phage Ecoli inh	Tat transport	CAL PDZ inh	Wnt act	Rtt109 Vps75	PvdQ inh	PfHsp90 yeast 2	DAGLB inh
COc1ccc(-n2c3nc4ccccc4nc3c3c(=N)oc(C)nc32)cc1	2.8	1.3	4.2	-3	-4.2	nt	1	-8	16	-1
CCn1c(CCNC(=O)c2ccc(OC)cc2)nnc1SCC(=O)Nc1ccccc1F	-2.4	-1.3	0.2	-4	-0.9	2	-4	3	4	-1
CC1CCCN(C2=NC(=O)/C(=C/c3cn(-c4ccccc4)nc3-c3cccc(S(=O)(=O)N(C)C)c3)S2)C1 (configuration not stated)	2.9	-0.2	5.1	5	-1.3	nt	1	-5	16	-2
Cc1cccc(C)c1OCC(=O)N/N=C/c1cc2c(cc1[N+](=O)[O-])OCO2	0.8	0.8	1.3	-1	0.8	-3	-2	-1	-39	-3
